ERAP1 HTS inh – human ERAP1 aminopeptidase inhibitors, primary screen, biochemical, single point, plate reader. recombinant ERAP1, Leu-AMC fluorescence, 60 min. inhibition, % at 10.7 µM. actives 0.15% (n = 340,000);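 active = mean replicate inhibition of at least 30%, or all replicates individually reaching that 30% level; inactive = mean below 30% and not every replicate reaching it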;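 note: 0% = neutral control wells and 100% = L-leucinethiol positive control wells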
S100A4 MyoIIA – inhibitors of S100A4-myosin IIA peptide binding, primary screen, biochemical, fluorescence polarization, TAMRA-MyoIIA peptide | actives 0.14% (n = 360,000) | inhibition, % at 10.7 µM;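 active = mean inhibition of at least 70% across replicates, with every replicate also reaching that level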
Target sequence (P26447 whole entry, looked up): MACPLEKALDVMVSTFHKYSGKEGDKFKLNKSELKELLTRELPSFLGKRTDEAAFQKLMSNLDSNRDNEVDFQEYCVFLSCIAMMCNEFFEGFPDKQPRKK
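Assay system: human S100A4 monomer with TAMRA-labelled myosin IIA peptide / Buffer or medium: Calcium-containing HEPES buffer, pH 7.2 / Reagent: TAMRA-labelled myosin IIA heavy-chain peptide probe, 5 nM / Compound: one dose per compound / Timing: polarization read 5 min after assay mix addition, stable 5–60 min / Benchmarks: neutral control DMSO, positive control TFP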
esBAF inh – Bmi1 luciferase reporter increase in mESCs, primary screen, esBAF inhibitor project, mouse ES cells, Bmi1 luciferase knock-in, single point; 24 h; 100% = twice the neutral-well signal; reporter increase, % at 12.5 µM; actives 2% (n = 350,000); AID 602393, 2012; in the data active = activation above about 40%;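 note: 0% = median of the plate's neutral control wells and 100% = double that signal; a rise in the Bmi1 reporter signal indicates esBAF inhibition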
E-selectin induc – E-selectin induction in HUVECs, primary screen, imaging, HUVEC, immunofluorescence imaging, single point; actives 0.37% (n = 260,000); activation, % at 7.58 µM; AID 686992, 2013; normalized: neutral wells 0, TNF-alpha wells 100;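 active = mean E-selectin-positive cell signal at least 10% of the positive control, reached in at least 60% of replicates, without over 20% cell loss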;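 note: in these data hits start at about 27%; measured in HUVEC primary endothelial cells; signal is the percent of cells scored E-selectin positive by PE staining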
Target sequence (P16581 whole entry, looked up): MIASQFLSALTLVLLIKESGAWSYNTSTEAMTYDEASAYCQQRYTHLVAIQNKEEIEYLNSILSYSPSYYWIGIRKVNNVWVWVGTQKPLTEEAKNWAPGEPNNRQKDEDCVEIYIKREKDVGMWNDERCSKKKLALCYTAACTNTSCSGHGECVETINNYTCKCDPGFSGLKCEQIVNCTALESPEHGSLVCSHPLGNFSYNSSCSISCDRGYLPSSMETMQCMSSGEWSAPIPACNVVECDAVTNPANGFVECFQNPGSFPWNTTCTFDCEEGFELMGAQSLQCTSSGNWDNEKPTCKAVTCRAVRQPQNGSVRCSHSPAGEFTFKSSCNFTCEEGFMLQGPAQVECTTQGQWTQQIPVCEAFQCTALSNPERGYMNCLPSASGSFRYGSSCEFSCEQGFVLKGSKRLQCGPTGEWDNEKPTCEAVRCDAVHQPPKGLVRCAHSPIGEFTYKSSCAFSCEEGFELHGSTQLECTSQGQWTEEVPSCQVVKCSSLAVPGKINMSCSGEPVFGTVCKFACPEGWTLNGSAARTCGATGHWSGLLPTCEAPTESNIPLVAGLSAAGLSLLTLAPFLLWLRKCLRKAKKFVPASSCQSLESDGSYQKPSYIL
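System: HUVEC / Compound: single concentration / Signal: immunofluorescence imaging / Read-out: percent E-selectin-positive cells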
ERp5 block – inhibitors of ERp5-driven insulin aggregation, primary screen, biochemical, turbidity, absorbance 650 nm, single point. 90 min. AID 651711, 2012. inhibition, % at 9.99 µM. actives 0.05% (n = 350,000);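 active = mean replicate inhibition above about 25%, with every replicate also reaching it, limit read from the data, passing the limit was not always enough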
RAD54 inh – inhibitors of human RAD54 branch migration, primary screen, biochemical, fluorescence, single point | DNA repair and recombination protein RAD54-like (Homo sapiens), Q92698 | RAD54 Holliday junction branch migration, FAM/BHQ fluorescence | inhibition, % at 10.4 µM | actives 0.14% (n = 360,000) | AID 602329, 2012;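 active = mean normalized replicate activity at least 40 and at least half of replicates scoring 40 or more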;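 note: 0% = median of neutral control wells and 100% = median of positive control wells; inhibitors cause a drop in the FAM fluorescence signal; in these data hits start at about 50%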
XiGFP reactiv – activators of inactive X chromosome reactivation, primary screen, imaging, XiGFP fibroblasts, GFP high-content imaging, set 2. AID 743238, 2013. XiGFP mouse fibroblasts, % GFP-positive cells imaging, 3 d; cells co-treated with 5-aza-dC sensitizer; scaled so ellipticine positive control = 100%. actives 0.055% (n = 360,000). activation, % at 7.58 µM;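 active = mean normalized replicate activation at least 10% and every replicate at or above 10%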;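 note: 0% = median of on-plate neutral control wells and 100% = ellipticine 6 µM median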
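Material: SV40-immortalized XiGFP fibroblast cells, line 68-5-11 | Buffer or medium: DMEM containing 5-aza-dC | Dosing: One concentration, pinned | Times: 3 d treatment, 15 min room-temperature fixation | Controls: Ellipticine 6 µM positive control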
RAD52 inh – RAD52 DNA annealing inhibitors, primary screen, biochemical, FRET, single point, set 2; recombinant RAD52 DNA annealing, FRET fluorescence; inhibition, % at 18.7 µM; actives 0.46% (n = 360,000); AID 651710, 2012;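 active = every replicate showing at least 50% inhibition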
The depositor's hits bear a star; . = no result given.

SMILES	ERAP1 HTS inh	S100A4 MyoIIA	esBAF inh	E-selectin induc	ERp5 block	RAD54 inh	XiGFP reactiv	RAD52 inh
Cc1ccc(NC(=S)N2CCC(c3nc4ccccc4s3)CC2)cc1C	1	0	-4	.	-5	5	.	-11
Nc1ccc(C(=O)OCc2ccncc2)cc1[N+](=O)[O-]	-2	-14	.	-0.5	3	.	0.2	-24
O=C(Cn1cc([N+](=O)[O-])cn1)NCCc1c[nH]c2ccccc12	0	0	0	4.1	0	.	0.0	-12
O=C(CCc1nnc2n(Cc3ccc(F)cc3)c(=O)c3ccccc3n12)N1CCN(c2ccccn2)CC1	2	-1	4	3.7	5	-11	0.0	-1
COc1ccc(/C=C/C(=O)OCC(=O)NC2CCCC2)cc1OC	-1	-6	-6	0.3	-1	3	0.1	-6
CCOC(=O)c1ccc(NC(=S)N2CCCC(C(=O)N3CCCC3)C2)cc1 (stereo unspecified)	-3	-3	-3	-0.7	2	3	0.2	-11
CCOc1nsc(OCC)n1	3	0	0	-0.5	7	-4	0.2	3
COc1ccccc1NC(=O)N1CC(=O)N2[C@H](CO)[C@H](c3ccc(C#CC4CC4)cc3)[C@H]2C1	.	-3	.	0.2	4	.	0.0	-13
COC(=O)C1=C(C)NC(C)=C(C(=O)OC)C1C(=O)OCc1nnc(-c2ccccc2Cl)o1	21	-2	-4	1.2	-5	6	0.0	-5
CCn1c(NC(=O)C(C)C)c(-c2ccccc2)c(=O)c2ccccc21	-1	-1	.	0.1	4	6	0.0	-13
C/C=C/c1cnc2c(c1)C(=O)N([C@@H](C)CO)C[C@@H](C)[C@@H](CN(C)CC1CCOCC1)O2	-1	-5	-8	-0.1	-1	0	0.0	7
C[C@@H](N)C(=O)N[C@H]1CCC2C3CC=C4C[C@@H](O)CC[C@]4(C)C3CC[C@@]21C (stereo partly specified)	1	2	.	-0.1	-2	10	0.1	-8
O=C(c1cccc(F)c1)N1CCCCN2[C@H](C1)[C@@H](c1ccc(-c3ccncc3)cc1)[C@@H]2CO	-3	19	.	0.6	1	1	0.3	-12
Cc1cccc(OCC(=O)N2CCN(C(=O)c3cccs3)CC2)c1	1	-1	-1	.	-4	-12	.	-3
Cc1ccc(NC(=O)Cc2ccc(Cl)cc2)cc1S(=O)(=O)N1CCCCCC1	-1	-4	7	0.2	12	-2	0.4	-100
CC(=O)Nc1ccccc1OCC(=O)NCC(F)(F)F	-1	-4	.	.	6	.	0.0	-6
OCC[C@H]1C[C@@H](O)[C@H](O)[C@@]2(Cc3ccccc3CCO2)O1	-2	-4	3	0.0	4	-5	0.1	-9
COc1ccc(CC2(CO)CCN(S(=O)(=O)c3c(C)nn(C)c3C)CC2)cc1	0	2	.	.	2	.	0.1	-5
O=C(Cc1ccccn1)NCC[C@H]1CC[C@@H](NS(=O)(=O)c2ccc(F)cc2)[C@@H](CO)O1	1	-21	3	-1.9	-1	6	0.5	-11
CC(C)CN(CC(C)C)C(=O)c1cccc(S(=O)(=O)N2CCc3ccccc32)c1	11	-1	12	0.0	0	-7	0.0	-11
O=C1CC(C(=O)Nc2ccc(Cl)cc2)S/C(=N\N=C\c2ccco2)N1 (stereo unspecified)	.	3	.	4.3	-4	-12	-0.2	-12
Cc1nnsc1C(=O)NC1CCCc2c1cnn2-c1ccccc1F (stereo unspecified)	-1	-3	-11	-1.8	0	-12	0.4	-13
CO[C@H]1CN(C)C(=O)c2cc(NS(=O)(=O)c3ccccc3C)ccc2OC[C@@H](C)N(S(C)(=O)=O)C[C@@H]1C	0	-5	-8	.	2	-6	.	1
C[C@@H]1CN([C@@H](C)CO)S(=O)(=O)c2ccc(C3=CCCC3)cc2O[C@@H]1CN(C)Cc1cncnc1	-4	-9	-7	0.7	11	-3	0.6	-11

Reprinted from the part before: four entries, followed by the next part.
SMILES	ERAP1 HTS inh	S100A4 MyoIIA	esBAF inh	E-selectin induc	ERp5 block	RAD54 inh	XiGFP reactiv	RAD52 inh
O=C1CC(C(=O)Nc2ccc(Cl)cc2)S/C(=N\N=C\c2ccco2)N1 (stereo unspecified)	.	3	.	4.3	-4	-12	-0.2	-12
Cc1nnsc1C(=O)NC1CCCc2c1cnn2-c1ccccc1F (stereo unspecified)	-1	-3	-11	-1.8	0	-12	0.4	-13
CO[C@H]1CN(C)C(=O)c2cc(NS(=O)(=O)c3ccccc3C)ccc2OC[C@@H](C)N(S(C)(=O)=O)C[C@@H]1C	0	-5	-8	.	2	-6	.	1
C[C@@H]1CN([C@@H](C)CO)S(=O)(=O)c2ccc(C3=CCCC3)cc2O[C@@H]1CN(C)Cc1cncnc1	-4	-9	-7	0.7	11	-3	0.6	-11
Cc1ccc(S(=O)(=O)Nc2ccc3c(c2)C(=O)N([C@@H](C)CO)C[C@@H](C)[C@H](CN(C)C(=O)NC2CCCCC2)OCCCC[C@H](C)O3)cc1	-2	-4	-2	0.0	-8	0	0.0	23
COCC1CN(CCc2ccc(F)cc2)S(=O)(=O)c2c(OCCN3C(=O)[C@@H]4[C@H](C3=O)[C@@H]3C=C[C@H]4C3)cccc2O1 (stereo partly specified)	-4	-2	.	0.9	-3	.	0.4	0
CCN1C(=O)[C@@H]2C(C(=O)c3cnccn3)=NN[C@@H]2C1=O	-1	5	.	-0.2	4	-11	0.1	-33
Cn1cnc([N+](=O)[O-])c1Oc1ccccc1	-2	2	.	0.9	-1	.	0.0	-21
O=C1C(Cl)=C(NCc2cccnc2)C(=O)c2ccccc21	4	-11	19	.	6	14	0.1	-5
COc1cccc(C(=O)Nc2ccc3c(c2)OC[C@H](C)N(CCc2ccccc2)C[C@@H](C)[C@H](OC)CN(C)C3=O)c1	0	-1	-1	-0.2	6	-4	0.0	12
CC(C)C(=O)Nc1ccc(C(=O)NN2C(=O)c3ccccc3C2=O)cc1	1	-5	.	-0.5	6	0	0.3	-12
CCCCc1nc2sc3c(=O)[nH]c(=S)[nH]c3c2c2c1CCC2	-1	-3	-4	.	6	-3	0.0	-21
COCCNC(=O)c1cnn2c(C(F)(F)F)cc(-c3ccc(C)cc3)nc12	-3	-8	-9	.	1	-1	0.1	-10
CCOc1cc(/C=N/O)ccc1OCc1ccc(C)cc1	3	4	.	.	1	.	-0.1	-5
COc1ccccc1C(=O)N/N=C/c1c[nH]c2ccccc12	1	1	31	.	2	.	-0.1	-18
Nc1nc2c(ncn2[C@@H]2O[C@H](C(=O)N[C@H](Cc3ccccc3)C(=O)O)[C@@H](O)[C@H]2O)c(=O)[nH]1	1	-19	.	-0.2	6	.	0.7	-10
CN1CCC(=NNC(=O)COc2ccc(Cl)cc2)CC1	-1	-2	-2	.	8	.	0.1	-19
Cc1ccccc1N1CCN(C(=O)c2cc(C3CC3)nn2-c2ccccc2)CC1	2	5	4	0.1	0	-8	-0.1	-14
CCSc1nc2ccccc2n1CC(=O)O	12	1	-10	1.2	3	5	0.0	-19
COc1ccc(CC(=O)Nc2cc(F)ccc2F)cc1S(=O)(=O)N1CCOCC1	4	-1	-10	0.2	0	-7	-0.1	-5
OCC1(CCOc2ccccc2)CCN(Cc2cc(Cl)ccc2O)CC1	-3	-4	2	0.0	0	1	0.1	-9
CN1C(=O)c2cc(NC(=O)Nc3ccccc3F)ccc2OC[C@H]2O[C@@H](CC(=O)O)CC[C@H]21	.	.	8	0.1	.	-1	0.2	.
CCCn1c(SCC(=O)N(CC)CC)nnc1-c1ccncc1	-3	2	.	.	2	.	0.1	-11
C[C@@H](O)C#Cc1ccc([C@H]2[C@@H](CO)N3CCCCN(C(=O)c4ccc(F)cc4)C[C@H]23)cc1	2	-2	.	-0.4	4	2	0.0	11
CCOc1c2ccc(C(=O)NCCCCc3ccccc3)cc2nn1C	-1	2	0	0.0	-2	-4	0.0	2
Cc1ccc(NC(=S)NCc2ccc(F)cc2)c(C)c1	0	-2	-7	0.4	2	12	-0.1	-4
C/C=C(/C)C(=O)Nc1cccc(C2=NOC3(C2)C[C@@H](C(N)=O)N(C(=O)CC(c2ccccc2)c2ccccc2)C3)c1 (stereo partly specified)	-4	6	3	0.2	-1	-15	-0.1	-6
COc1ccc(N(CC(=O)NCCc2ccccc2)C(=O)c2csnn2)cc1OC	1	-5	-2	0.1	1	-4	0.1	-1
C/C(=N\NC(=O)c1ccc(N2CCCC2=O)cc1)c1ccccc1	4	0	27	.	2	.	0.1	-7
O=C1C=C(Nc2ccccc2C(=O)O)c2ccccc2C1=O	-3	4	-5	.	2	-11	-0.1	-11
Cc1ccc(NC(=O)Nc2ccc3c(c2)OCO3)nc1	6	5	48*	.	-2	.	0.2	-1
CN(C)S(=O)(=O)N1CCC(Oc2cccc(C(=O)NCCCC3CCCC3)c2)CC1	0	0	31	.	0	5	0.0	-2
CCCNC(=O)N1[C@H](CNC(=O)c2cccc(F)c2)[C@@H](c2ccccc2)[C@@H]1CO	.	.	-2	0.0	.	3	0.2	.
O=[N+]([O-])c1ccc(Cc2ccccn2)cc1	-1	1	-2	-0.1	2	-4	0.4	-1
CC(C)=C(C)c1cc2nc(NCCCN(C)C)n(C)c(=O)c2s1	1	0	-9	1.7	-4	7	0.2	8
CCc1nnc(SCC(=O)Nc2ccc(NC(C)=O)cc2)n1-n1cccc1	5	0	.	2.8	2	.	0.0	-1

Record cards, as listed above. Values in the order: ERAP1 HTS inh | S100A4 MyoIIA | esBAF inh | E-selectin induc | ERp5 block | RAD54 inh | XiGFP reactiv | RAD52 inh
Profile of `CN(C)S(=O)(=O)N1CCC(Oc2cccc(C(=O)NCCCC3CCCC3)c2)CC1` = 0 | 0 | 31 | . | 0 | 5 | 0.0 | -2
Profile of `CCCNC(=O)N1[C@H](CNC(=O)c2cccc(F)c2)[C@@H](c2ccccc2)[C@@H]1CO` = . | . | -2 | 0.0 | . | 3 | 0.2 | .
Profile of `O=[N+]([O-])c1ccc(Cc2ccccn2)cc1` = -1 | 1 | -2 | -0.1 | 2 | -4 | 0.4 | -1
Profile of `Cc1ccc(NC(=O)Nc2ccc3c(c2)OCO3)nc1` = 6 | 5 | 48* | . | -2 | . | 0.2 | -1
Profile of `O=C1C=C(Nc2ccccc2C(=O)O)c2ccccc2C1=O` = -3 | 4 | -5 | . | 2 | -11 | -0.1 | -11

Copied from the list.
CC(C)=C(C)c1cc2nc(NCCCN(C)C)n(C)c(=O)c2s1 – esBAF inh = -9
CN(C)S(=O)(=O)N1CCC(Oc2cccc(C(=O)NCCCC3CCCC3)c2)CC1 – RAD52 inh = -2

High-throughput results from PubChem.
